ERp5 block: inhibitors of ERp5-driven insulin aggregation, primary screen, biochemical, turbidity, absorbance 650 nm, single point; Protein disulfide-isomerase A6 (Homo sapiens), Q15084; 90 min; inhibition, % at 9.99 µM; 0.05% of 350,000 active;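 active means mean replicate inhibition above about 25%, with every replicate also reaching it, limit read from the data, passing the limit was not always enough; inconclusive means only one of those two criteria met; inactive means neither criterion met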
Target sequence (Q15084 whole entry, looked up): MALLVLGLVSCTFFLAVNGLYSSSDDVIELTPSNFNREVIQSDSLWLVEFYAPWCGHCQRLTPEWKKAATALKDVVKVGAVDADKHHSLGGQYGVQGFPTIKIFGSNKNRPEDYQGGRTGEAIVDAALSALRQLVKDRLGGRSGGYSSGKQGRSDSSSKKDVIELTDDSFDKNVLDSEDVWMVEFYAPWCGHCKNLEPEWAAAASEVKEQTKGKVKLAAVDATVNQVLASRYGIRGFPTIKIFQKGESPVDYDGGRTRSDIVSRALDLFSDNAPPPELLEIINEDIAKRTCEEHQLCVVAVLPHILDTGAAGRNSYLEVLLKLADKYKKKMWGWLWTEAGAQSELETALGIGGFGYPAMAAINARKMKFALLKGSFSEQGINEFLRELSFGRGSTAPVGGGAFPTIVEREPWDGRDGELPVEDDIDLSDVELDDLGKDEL
DENV2 CPE: inhibitors of DENV2 cytopathic effect, primary screen, cell-based, plate reader, single concentration. DENV2-infected cells, cytopathic effect rescue. CPE inhibition, % at 9.99 µM. 1.7% of 350,000 active. AID 651640, 2012; in the data active means CPE inhibition above about 20%, passing the limit was not always enough; inconclusive means no clear call, values can overlap the other calls; tested in BHK-21 cells;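 further: 0% = median of neutral control wells and 100% = median of positive control wells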
F508del corr: F508del CFTR correction, initial screen, CFBE line, single point; CFBE cells, YFP halide quenching; stimulated with forskolin plus potentiator P3; % fluorescence drop versus neutral controls; activity (quench increase), % at 7.58 µM; 0.36% of 350,000 active;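 active means mean added fluorescence quench of at least 8% versus neutral control, with both replicates also reaching 8%; inconclusive means only one of the mean or replicate conditions met; inactive means mean below 8% and not both replicates reaching 8%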;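 further: cells transiently co-express mutant CFTR-F508del with the halide-sensitive YFP; corrector assay measuring rescue of mutant channel to the surface after 24 h compound exposure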
EWS-Fli inh: EWS/Fli-driven NR0B1 reporter inhibitors, primary screen, A673 cells, NR0B1 luciferase, luminescence, MLPCN library. inhibition, % at 12.6 µM. 0.67% of 350,000 active. viability-normalised. AID 651661, 2012;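 active means mean inhibition of at least 50% after viability correction, with every replicate also passing that limit; inconclusive means mean reaches 50% but only one of two replicates passes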;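 further: firefly luciferase signal divided by Alamar Blue viability fluorescence both relative to DMSO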
ARNT TACC3 PPI: disruptors of ARNT/TACC3 protein interaction, primary screen, biochemical, AlphaScreen, single concentration; inhibition, % at 9.99 µM; Transforming acidic coiled-coil-containing protein 3 (Homo sapiens), Q9Y6A5; AID 623870, 2012; 0.66% of 390,000 active; AlphaScreen His-ARNT PAS-B/GST-TACC3 binding, luminescence; TACC3 fragment carries E629A point mutation;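 active means mean inhibition of replicates at least 50% and at least half of replicates each reaching 50%; inconclusive means half or more replicates reach 50% but mean below 50%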;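 further: 0% = complete ARNT plus TACC3 wells and 100% = ARNT alone without TACC3; many hits fall short of the cut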
INS-1E GSIS act: GLuc luminescence reporter in INS-1E cells, primary screen for activators of glucose-dependent secretion of insulin. INS-1E GLuc reporter insulin secretion, 2-3 h. activation, % at 16.6 µM. 0.61% of 370,000 active. AID 743287, 2014;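 active means lowest replicate activation of at least 40%, so every replicate reaches that level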;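 further: 0% = median of neutral control wells and 100% = median of IBMX positive control wells; some compounds called inactive have numbers as strong as hits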
XiGFP reactiv: activators of inactive X chromosome reactivation, primary screen, imaging, XiGFP fibroblasts, GFP high-content imaging, set 2; XiGFP mouse fibroblasts, % GFP-positive cells imaging, 3 d; cells co-treated with 5-aza-dC sensitizer; scaled so ellipticine positive control = 100%; activation, % at 7.58 µM; 0.055% of 360,000 active;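 active means mean normalized replicate activation at least 10% and every replicate at or above 10%; inconclusive means only one of the two criteria met; inactive means mean below 10% and not all replicates reach 10%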;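 further: 0% = median of on-plate neutral control wells and 100% = ellipticine 6 µM median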
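Assay system: SV40-immortalized XiGFP fibroblast cells, line 68-5-11; buffer or medium: DMEM plus 5-aza-dC sensitizer; compound: one concentration, pinned; timing: compounds 3 days, fix/stain 15 min at room temperature; benchmarks: positive control ellipticine, 6 µM final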
PAX8 inh HTS: inhibitors of PAX8-driven TPO luciferase reporter, primary screen, RMG-I cells, single concentration; SteadyGlo, 24 h; inhibition, % at 12.6 µM; 1.2% of 360,000 active; AID 652154, 2013;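 active means mean replicate inhibition at least 60% with every replicate also reaching 60%; inconclusive means only one of the two criteria is met; inactive means mean below 60% and not all replicates reaching 60%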;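 further: luciferase light reporting Pax8 driven TPO promoter activity; plate controls were median of neutral control wells for no effect and mitoxantrone controls for full effect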
* marks the source's active call; other numbers are inactive results; ? = inconclusive; nt = no result given.

SMILES	ERp5 block	DENV2 CPE	F508del corr	EWS-Fli inh	ARNT TACC3 PPI	INS-1E GSIS act	XiGFP reactiv	PAX8 inh HTS
COCC(=O)Nc1ccc2c(c1)[C@@H]1C[C@H](CC(=O)N3CCc4ccccc4C3)O[C@@H](CO)[C@@H]1O2	1	3	1.9	3	-7	-8	0.4	nt
COc1ccc(NC(=S)N2CCC(Cc3ccccc3)CC2)cc1OC	-4	8	-1.1	4	5	-20	0.3	11
Cc1ccc(-c2cn3nc(-c4ccccc4)c(-c4ccccc4)nc3n2)cc1	0	0	0.9	-14	nt	2	78*	-4
Cc1ccc(S(=O)(=O)Nc2ccc3c(c2)C(=O)N([C@@H](C)CO)C[C@H](C)[C@H](CN(C)C(=O)CCCN(C)C)OCCCC[C@H](C)O3)cc1	-5	0	-0.4	-10	-8	36	-0.1	2
O=C(Cc1cccnc1)N1CC(=O)N2[C@H](CO)[C@H](c3ccc(C#CC4CC4)cc3)[C@H]2C1	2	9	-1.5	-1	nt	2	0.0	3
CCCNC(=O)C[C@H]1CC[C@H]2[C@@H](COC[C@@H](O)CN2C(=O)C2CCOCC2)O1	-4	-1	-1.7	30	-9	-1	0.2	-3
CN(C)S(=O)(=O)c1ccc(-n2cccc2)cc1	5	4	nt	4	1	-30	0.0	-65
CCS(=O)(=O)c1ccc2oc(SCC(=O)c3c(N)n(C4CC4)c(=O)[nH]c3=O)nc2c1	4	?	3.4	8	4	nt	0.7	0
C[C@@H]1CN([C@@H](C)CO)C(=O)c2ccccc2-c2ccccc2CO[C@H]1CN(C)S(=O)(=O)c1cccs1	0	1	0.1	15	19	6	0.5	-2
O=C(O)c1cc(N/N=C/c2cccnc2)ccc1Cl	1	0	0.2	-14	-6	15	-0.2	-15
C[C@@H]1CN([C@@H](C)CO)C(=O)c2cc(NC(=O)C3CCCCC3)ccc2O[C@H]1CN(C)Cc1ccncc1	-5	-10	-0.3	7	15	4	-0.1	9
COc1ccc(NC(=O)CN2C(=O)COc3ccccc32)cc1OC	2	-1	-1.6	9	-5	3	0.2	7
C[C@@H]1CN([C@H](C)CO)C(=O)c2cc(N(C)C)ccc2O[C@H]1CN(C)C(=O)Nc1cccc2ccccc12	-8	5	1.4	7	-2	3	-1.1	-2
N#C[C@@H]1[C@H](c2ccc(C#Cc3cccc(F)c3)cc2)[C@@H](CO)N1C(=O)C1CC1	1	-2	3.0	?	3	7	0.0	9
O=C(CSc1nc2cc([N+](=O)[O-])ccc2n1-c1ccc(F)cc1)NC1CCS(=O)(=O)C1 (configuration not stated)	nt	nt	nt	nt	11	-10	0.0	21
O=C(NCCc1c[nH]c2ccccc12)C(=O)NCC1OCCCN1S(=O)(=O)c1ccc(F)cc1 (configuration not stated)	-3	-4	nt	17	-3	-20	-0.1	-6
C[C@@H]1CCCCO[C@@H](CN(C)C(=O)c2ccccc2)[C@H](C)CN([C@@H](C)CO)C(=O)c2cc(NC(=O)Nc3ccc(C(F)(F)F)cc3)ccc2O1	2	4	3.6	11	-2	0	0.8	49
O=S(=O)(CC(c1ccccc1)N1CCCCC1)c1ccc(Cl)cc1 (configuration not stated)	-5	-1	-0.1	9	5	-3	1.0	19
C[C@H]1CCCCO[C@@H](CN(C)S(=O)(=O)c2cccs2)[C@@H](C)CN([C@@H](C)CO)C(=O)c2cc(NS(=O)(=O)c3ccc(F)cc3)ccc2O1	-5	4	-1.4	0	-2	-50	0.0	39
CC1CCCCC12NC(=O)N(CC(=O)OCC(=O)c1ccc(OC(F)F)cc1OC(F)F)C2=O (configuration not stated)	8	5	2.0	6	5	-19	-0.1	11
COc1ccc2c3c(n(C)c2c1)[C@H](CO)N(CC1CCOCC1)CC31CN(C(=O)Nc2ccccc2)C1	6	-2	-0.9	1	nt	16	0.4	nt
COc1cc(NC(=O)c2sc3ncn(CC(=O)N4CCCCC4C)c(=O)c3c2C)cc(OC)c1OC (configuration not stated)	12	6	-0.7	0	nt	-7	0.0	16
O=C(O)c1ccc2c(c1)N(Cc1cccc(F)c1)C(=O)CS2	4	4	5.2	-14	-7	nt	0.0	24
COc1cccc(C#Cc2ccc([C@H]3[C@@H](CO)N4C(=O)CN(C(=O)C5CC5)C[C@H]34)cc2)c1	-1	-6	3.2	30	nt	-5	0.5	-6
NC(=O)C1CCN(C(=O)CCSCc2ccc(Cl)c(Cl)c2)CC1	0	-3	0.0	4	2	1	0.0	18
COc1ccc(NC(=O)Nc2ccc3c(c2)C(=O)N([C@H](C)CO)C[C@H](C)[C@H](CN(C)C(=O)Nc2ccccc2)OCCCC[C@@H](C)O3)cc1	1	2	3.0	-3	-4	20	-0.1	-14
CN1CCN(c2ccc(S(=O)(=O)N3CCCCC3)cc2NC(=O)CSCc2ccccc2)CC1	4	nt	-3.0	nt	5	-20	0.0	1
COC(=O)CSc1ccc(S(=O)(=O)N2CCCCCC2)cc1[N+](=O)[O-]	4	-2	0.2	8	0	14	-0.1	8
C/C(=N\N=C(/N)c1nonc1N)c1ccc2c(c1)OCO2	nt	0	-0.1	-87	-1	nt	0.0	-223
COc1ccc(-c2nc(CS(=O)CC(=O)N3CCN(C)CC3)c(C)o2)cc1 (configuration not stated)	2	-2	0.5	nt	0	-1	0.0	-14
COc1ccc(-c2nn(-c3ccccc3)cc2C(=O)NC2CCC(C)CC2)cc1 (configuration not stated)	-2	0	-2.4	-8	-2	0	0.0	nt
O=C(O)c1ccccc1C(=O)OC1CCCC2CCCC21 (configuration not stated)	-2	0	-1.3	0	-1	nt	0.2	-32
Cc1cc(SCC(=O)NC(=O)c2cccn2C)nc2ccccc12	-2	nt	-2.1	3	0	9	0.0	16
O=C(O)C(CC1CCCCC1)N1CCS(=O)(=O)CC1 (configuration not stated)	9	5	-2.7	-2	-7	0	0.1	6
O=C(CSc1ccccc1)Nc1cc(S(=O)(=O)N2CCOCC2)ccc1N1CCOCC1	-5	nt	-3.5	23	-6	9	0.0	15
C[C@H](CO)N1C[C@H](C)[C@H](CN(C)C(=O)Nc2ccccc2)OCCCC[C@H](C)Oc2ccc(NS(=O)(=O)c3cn(C)cn3)cc2C1=O	-2	-4	-0.3	2	-5	20	0.3	-24
O=C(Nc1cccc(S(=O)(=O)N2CCCCCC2)c1)c1ccc2c(c1)OCO2	-2	0	nt	2	23	-6	-0.1	16
C[C@H]1CN([C@@H](C)CO)C(=O)c2ccccc2-c2ccccc2CO[C@H]1CN(C)Cc1ccccc1	-4	-5	-1.8	-10	-5	28	0.1	nt
O=C(Nc1cccnc1)c1cccc(S(=O)(=O)N2CCCC2)c1	-1	-7	0.9	-2	1	8	-0.1	-9
CN(c1ccccc1)S(=O)(=O)c1ccc(Cl)c(C(=O)NCC(c2ccco2)N2CCCC2)c1 (configuration not stated)	-2	3	5.2	7	1	-15	0.0	4
C[C@@H]1CN([C@@H](C)CO)C(=O)Cc2cc(NC(=O)CCC(F)(F)F)ccc2O[C@@H]1CN(C)Cc1ccncc1	-2	1	-3.8	nt	38	-4	-0.1	4
COc1ccc(/C=C/C(=O)c2ccc(O)cc2)cc1CN1CCOCC1	nt	nt	nt	nt	12	29	0.0	38
COc1ccc(N(C(=O)c2cc3ccccc3oc2=O)C2C=CS(=O)(=O)C2)c(OC)c1 (configuration not stated)	1	-11	-1.0	1	-9	5	0.4	11
CCC(=O)Nc1ccc(S(=O)(=O)Nc2ccc(Cl)nn2)cc1	4	-2	nt	11	nt	3	0.3	6
CCN(CC)c1ccc(/C=C(\C#N)C(N)=O)cc1	2	6	-2.5	-38	2	2	0.3	-67
Nc1cc(N)nc(SCc2ccccc2Cl)n1	2	?	-0.5	-24	nt	1	0.0	-20
COc1ccc(C2CN=NC2C(=O)c2ccccc2)cc1 (configuration not stated)	3	0	0.8	-3	-2	-3	0.0	-5
CC1CCCCN1CC(=O)NC(=O)NCc1ccccc1 (configuration not stated)	nt	nt	-1.4	-5	-5	6	0.3	12
CN1CCC(=NNC(=O)CN(c2cccc([N+](=O)[O-])c2)S(=O)(=O)c2ccccc2)CC1	5	10	-1.6	-6	nt	6	0.0	14
CC(=O)C1=C(C)N(CC2CC2)C(=O)N[C@H]1c1ccccc1	-1	2	-1.3	2	-5	nt	0.0	-9
CS(=O)(=O)N(CC(=O)Nc1ccccc1C(=O)NCc1ccco1)c1ccccc1F	1	2	-1.5	-3	-2	-2	0.0	-7
COc1cc(CN2CCN(S(=O)(=O)c3ccccc3)CC2)cc(OC)c1OC	-1	0	0.9	18	-2	1	0.2	4
Cc1ccc(S(=O)(=O)Nc2ccc(C(=O)N3CCCC3)cc2)c(C)c1NS(C)(=O)=O	1	2	1.4	2	-4	44	0.3	12
COc1ccc(N2CCN(C(=O)Cc3ccc(C)cc3)CC2)cc1	-5	8	1.8	19	7	4	0.1	18
CCCC#Cc1ccc([C@H]2[C@@H](C#N)N(C(=O)C3CCC3)[C@H]2CO)cc1	-12	-5	0.5	6	-6	21	0.2	34
COc1ccc(NC(=O)N2CCCC(C(=O)NCCc3ccccc3)C2)cc1 (configuration not stated)	-2	0	3.0	-28	-5	-4	0.1	-36
CC(C)(C)C(=O)N1CCN(c2ccc([N+](=O)[O-])c(NCc3cccnc3)c2)CC1	2	-5	-0.1	6	6	-21	0.0	6
CC(C)C[C@@H](CN)NC(=O)c1nc[nH]c1C(=O)N[C@@H](C)C(=O)CNC[C@H](C)NC(=O)c1nc[nH]c1C(=O)N[C@@H](C)C(=O)O	3	-7	0.8	1	-1	5	0.0	-7
CCOC(=O)/C(C#N)=N/Nc1ccccc1OC	-3	-10	nt	-9	nt	15	0.0	-6
CC(C)C[C@H](NC(=O)c1nc[nH]c1C(=O)NC1CCNCC1)C(=O)OCc1ccccc1	0	-3	2.4	11	4	nt	0.0	-5
O=C(/C=C/c1cccc([N+](=O)[O-])c1)OCC(=O)N1CCOCC1	5	-6	-3.2	1	5	9	0.0	3
CCC1CCCCN1CCCNC(=O)CSc1nc2nc(C)c(Cc3ccc(C)cc3)c(C)n2n1 (configuration not stated)	2	1	0.0	8	-1	-13	0.0	-4
CO[C@@H]1CN(C)C(=O)c2ccc(NC(C)=O)cc2OC[C@H](C)N(Cc2cc(F)ccc2F)C[C@@H]1C	-1	-10	2.5	-3	13	-11	0.4	nt

Results in ARNT TACC3 PPI and INS-1E GSIS act, for some of the entries so far:
canonical_smiles	ARNT TACC3 PPI	INS-1E GSIS act
CCOC(=O)/C(C#N)=N/Nc1ccccc1OC	nt	15
CC(C)C[C@H](NC(=O)c1nc[nH]c1C(=O)NC1CCNCC1)C(=O)OCc1ccccc1	4	nt

Assay outcomes from PubChem BioAssay.

Hits appear at their usual frequency; overall some 4.2% were active at least once.
